PLCg1 inh – blocks human PLC-gamma1 enzyme activity; 0.84% of 370,000 active; P19174; purified PLC-gamma1, fluorogenic substrate, fluorescence; inhibition, % at 12.2 µM; AID 720700; in the data active means inhibition above about 9.5%
GAA850 FXN act – activators of GAA850 frataxin (FXN) promoter; 0.56% of 360,000 active; AID 540364; HEK293 lucGAA850 FXN promoter luciferase reporter, 24 h; percent of 10 µM SAHA response; activation, % at 6 µM;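 active means activation above the average of all compounds screened plus 3 SD, cutoff fixed separately per campaign, cut at about 7.5% in these data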;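 further: 0% = DMSO wells and 100% = 10 µM SAHA wells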
hcDAF12 agonist – activates DAF-12 receptor from parasite H. contortus; HEK293 hcDAF-12 lit1-tk-luc reporter, luminescence; 0% DMSO, 100% Δ7-dafachronic acid; activation, % at 6.8 µM; 1.4% of 370,000 active;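 active means activation above the mean of all tested compounds plus 3 SD, cut at about 5.5% in these data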;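 further: 100% = response to 3 µM Δ7-dafachronic acid high control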
HGIII-sPLA2 inh – Blocks human group III sPLA2 activity; Q9NZ20; QFRET BODIPY PC-A2 liposome hydrolysis, fluorescence; AID 743126; 0.56% of 370,000 active; inhibition, % at 12.2 µM;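 active means inhibition above mean plus 3 SD of compounds lying within the high and low control bounds, cut at about 19% in these data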;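 further: 0% = median of test compound wells and 100% = no enzyme DMSO wells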
DAX1 inh-1 – inhibitors of DAX1 repression of SF-1 activated StAR promoter. HEK293T StAR-luciferase reporter, SF-1/DAX-1 repression relief. inhibition, % at 6.8 µM. 1.1% of 370,000 active. AID 652010;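 active means inhibition above the mean over all tested compounds plus 3 SD, cut at about 3.6% in these data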;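 further: 0% = DAX-1 cells with DMSO and 100% = cells lacking DAX-1 with DMSO; higher inhibition means more luminescence from relief of DAX-1 repression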
DAX1 inh-2 – inhibitors of human orphan nuclear receptor DAX1 (NR0B1); AID 504766; HEK293 Gal4-DAX1 luciferase reporter, luminescence; P51843; 0.99% of 340,000 active; inhibition, % at 6.75 µM;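 active means inhibition above the mean over all tested compounds plus 3 SD, cut at about 4.2% in these data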;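 further: 0% = DAX1-transfected cells with DMSO and 100% = empty-vector control cells with DMSO; inhibition shows as a rise in luminescence from relieved DAX1 repression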
PLC-beta3 inh – blocks human PLC-beta3 enzyme activity | inhibition, % at 12.2 µM | 0.18% of 370,000 active | AID 720704 | Purified PLC-beta3, fluorogenic substrate, fluorescence; in the data active means inhibition above about 11%;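 further: 0% = median of compound wells on plate and 100% = full blocker control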
hgDAF12 agonist – activates the H. glycines DAF-12 receptor ligand-binding domain | HEK293 GAL4-hgDAF12 UAS-luciferase reporter, agonist luminescence; normalized to butyrate control | activation, % at 6.8 µM | 1.8% of 370,000 active | AID 687014;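 active means activation above a cutoff set at the mean of all screened compounds plus 3 SD, cut at about 10% in these data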;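 further: 0% = DMSO wells and 100% = sodium butyrate wells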
ADAM17 inh – inhibits human ADAM17; P78536; recombinant ADAM17, EDANS/DABCYL FRET peptide cleavage; inhibition, % at 6.95 µM; 0.83% of 370,000 active;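 active means inhibition above the mean of compounds lying between control limits plus 3 SD, set per campaign, cut at about 8.5% in these data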;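 further: 0% = DMSO-only wells as the low control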
Target sequence (P78536 215-824 limits assumed): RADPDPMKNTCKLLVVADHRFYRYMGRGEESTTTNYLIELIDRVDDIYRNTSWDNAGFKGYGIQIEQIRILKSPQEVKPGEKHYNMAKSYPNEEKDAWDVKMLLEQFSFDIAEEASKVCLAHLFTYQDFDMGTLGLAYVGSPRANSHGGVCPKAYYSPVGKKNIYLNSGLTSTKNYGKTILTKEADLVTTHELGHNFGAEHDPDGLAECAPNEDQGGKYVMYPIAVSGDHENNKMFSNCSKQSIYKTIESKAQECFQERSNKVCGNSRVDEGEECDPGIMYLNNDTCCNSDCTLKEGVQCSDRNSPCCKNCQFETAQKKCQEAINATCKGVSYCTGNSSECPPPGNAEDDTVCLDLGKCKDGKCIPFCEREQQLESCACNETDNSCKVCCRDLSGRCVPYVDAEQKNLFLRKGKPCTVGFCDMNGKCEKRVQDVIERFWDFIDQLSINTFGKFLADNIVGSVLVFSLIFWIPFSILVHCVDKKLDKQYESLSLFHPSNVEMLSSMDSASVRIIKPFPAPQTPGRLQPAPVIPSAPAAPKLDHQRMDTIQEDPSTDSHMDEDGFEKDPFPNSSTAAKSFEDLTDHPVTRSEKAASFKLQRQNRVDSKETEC
ssDAF-12 act – activates DAF-12 receptor from parasite S. stercoralis | HEK293 ssDAF-12/GRIP1 lit1-tk-luc reporter, luminescence; % of 3 µM dafachronic acid response | activation, % at 6.8 µM | 1% of 370,000 active;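 active means activation above the mean over all tested compounds plus 3 SD, cut at about 0.9% in these data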;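 further: 0% = DMSO-only wells and 100% = 3 µM delta7-dafachronic acid wells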
ADAM10 inh – ADAM10 inhibition, QFRET primary screen. inhibition, % at 7 µM. 0.62% of 370,000 active. recombinant ADAM10, EDANS/DABCYL FRET peptide cleavage, 3 h. O14672. AID 720582;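 active means inhibition above a per-campaign cutoff equal to the mean of compounds falling between control-based bounds plus 3 SD, cut at about 20% in these data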;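 further: 0% = DMSO wells while the 100% control is not disclosed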
Target sequence (O14672 214-748 limits assumed): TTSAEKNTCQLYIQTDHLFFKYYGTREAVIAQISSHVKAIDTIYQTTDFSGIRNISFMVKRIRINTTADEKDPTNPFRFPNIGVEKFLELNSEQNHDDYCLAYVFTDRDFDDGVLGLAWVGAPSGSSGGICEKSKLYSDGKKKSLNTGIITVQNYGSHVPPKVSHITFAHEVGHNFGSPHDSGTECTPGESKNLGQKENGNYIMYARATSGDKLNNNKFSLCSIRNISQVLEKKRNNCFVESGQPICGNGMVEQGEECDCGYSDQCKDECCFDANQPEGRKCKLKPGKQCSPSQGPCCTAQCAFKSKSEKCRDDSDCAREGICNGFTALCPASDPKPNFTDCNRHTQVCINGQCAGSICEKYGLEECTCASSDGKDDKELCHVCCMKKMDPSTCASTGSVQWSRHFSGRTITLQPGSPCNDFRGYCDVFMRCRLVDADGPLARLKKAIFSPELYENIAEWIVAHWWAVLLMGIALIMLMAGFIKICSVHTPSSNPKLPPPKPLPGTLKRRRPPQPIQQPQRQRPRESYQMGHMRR
* marks the source's active call; other numbers are inactive results; i = inactive; · = no result given; & = joins results of further samples.

SMILES	PLCg1 inh	GAA850 FXN act	hcDAF12 agonist	HGIII-sPLA2 inh	DAX1 inh-1	DAX1 inh-2	PLC-beta3 inh	hgDAF12 agonist	ADAM17 inh	ssDAF-12 act	ADAM10 inh
O=C(OCC#Cc1c(COC(=O)c2ccccc2)nnn1Cc1ccccc1)c1ccccc1	6	2.0	-0.9	-38	0.9	-1.3	1	-0.9	8	-1.3	19
Cc1ccc(S(=O)(=O)NC(=O)Nc2cc(C)ccc2F)cc1	0	-2.4	0.0	2	1.1	1.4	0	-0.8	-1	-1.7	6
COc1cc(/C=N/NC(=O)CNC(=O)c2ccc3c(c2)OCCO3)ccc1O	0	2.6	-0.8	5	-0.7	-0.6	-3	1.4	-6	-1.9	-15
Nc1nc(SCC(=O)Nc2cc(Cl)c(Cl)cc2Cl)n[nH]1	-2	1.1	-0.3	-9	-1.3	-1.0	1	1.7	-2	-1.2	-5
COc1ccc(S(=O)(=O)N2CCOc3ccccc32)cc1	2	-4.5	-0.4	-4	-2.0	-3.0	-2	1.7	0	-1.0	12
COC(=O)c1cc2occc2n1CC(=O)Nc1ccc(OC)c(OC)c1OC	-1	-1.9	1.7	-1	-0.7	-0.1	-3	0.5	-5	0.2	-5
C=C(C)[C@@H]1CC=C(C(=O)O)CC1	-1	1.9	0.6	4	0.8	0.8	-1	2.8	-2	-1.0	-14
Cc1c(-n2c(SCC(C)C)nc3ccccc3c2=O)c(=O)n(-c2ccccc2)n1C	0	-0.5	-1.2	0	-1.6	-0.5	-6	-3.7	-1	-1.5	3
CCc1cc(=O)oc2cc(C)cc(OCC(=O)N3CCC(C(=O)NC(C)C)(c4ccccc4)CC3)c12	-201	-8.5	-3.3	-6	-1.0	-0.4	-312	-3.0	-148	-1.3	-493
CCOc1ccc(NS(=O)(=O)c2ccc(NC(=S)NC(=O)CC(C)C)cc2)cc1	-3	0.9	-0.2	-32	-0.6	-0.4	-1	-2.2	8	-1.6	15
COc1ccc(NC(=S)NCc2ccc3c(c2)OCO3)cc1	2	1.3	-0.3	12	0.0	-0.2	2	0.9	1	-0.9	12
CCOC(=O)[C@]12CCCC=C1N(CCc1ccc(OC)c(OC)c1)C(=O)[C@H](CC(=O)NCc1ccccc1)C2	3	·	-1.1	-7	0.2	·	2	-0.2	-1	-1.3	2
C/C(=N\NC(=O)c1cc2c(s1)CCC(C)C2)c1ccncc1 (stereo not given)	-3	7.3	-1.9	11	0.2	-0.8	-8	1.6	2	-1.8	-6
Nc1nonc1-n1nnc(C(=O)N/N=C/c2ccncc2)c1-c1ccccc1	-2	-0.3	-1.6	-12	-0.1	0.1	-3	3.1	2	-1.0	4
COc1nnc(-c2ccc(N3CCCCC3)c(NC(C)=O)c2)c2ccccc12	-20	2.1	-1.7	2	0.2	-0.1	-26	-3.2	-2	-1.0	3
CC12CCC(=O)N1C(C(=O)Nc1cccc3ccccc13)CS2 (stereo not given)	3	2.5	0.1	2	-0.3	-0.2	2	-2.2	1	-0.1	1
Cc1cc(NC(=O)C2C3C(=O)N(CC4CCCO4)C(C(=O)NC(C)(C)C)C34C=CC2(C)O4)no1 (stereo not given)	2	-1.2	-1.6	6	0.7	0.5	-2	1.0	2	-1.5	12
C/C(=C/c1[nH]c(N)[n+](CC2CC2)c1Cc1ccccc1)Cn1[nH]c(=O)n(-c2ccccc2)c1=O	0	·	-2.5	1	-1.1	·	-2	-4.0	-3	-1.8	-4
CCOC(=O)C1C(=O)CC(C)(O)C(C(=O)OCC)C1c1ccc(N(CC)CC)cc1 (stereo not given)	0	-1.6	-1.6	1	-1.4	-1.2	-1	-0.5	-3	-1.2	1
COc1ccccc1-n1cnc2cc(NCc3cccs3)ccc21	-33	-1.7	1.6	1	-0.7	-0.9	-34	-4.3	-4	-0.4	-15
OC[C@@H]1CCCN1Cc1nc(-c2cccs2)no1	0	3.0	-0.8	0	0.2	1.6	-2	2.2	-3	-0.5	-8
O=C(Nc1ncn[nH]1)c1ccccc1O	-201	1.7	-0.1	7	0.5	-1.5	-283	1.8	-327	-1.4	i
O=C(CSc1ccc2nnc(-c3ccncc3)n2n1)Nc1ccccc1F	-2	-0.6	-1.6	-4	0.8	0.2	3	0.2	0	-1.0	-9
O=C(CSCC(=O)c1ccccc1)Nc1ccccc1Cl	0	2.2	4.2	5	0.0	0.1	-2	5.9	-3	0.1	-9
CC(C)CN(C(=O)COC(=O)C12CC3CC(CC(Cl)(C3)C1)C2)c1c(N)n(Cc2ccccc2)c(=O)[nH]c1=O	-1	1.5	-0.9	8	1.4	-0.4	-8	-0.9	0	-1.0	-15
Next section
SMILES	PLCg1 inh	GAA850 FXN act	hcDAF12 agonist	HGIII-sPLA2 inh	DAX1 inh-1	DAX1 inh-2	PLC-beta3 inh	hgDAF12 agonist	ADAM17 inh	ssDAF-12 act	ADAM10 inh
Cc1ccc(N2C(=O)CSC2=S)cc1C	0	-1.7	-2.2	-16	-1.1	1.0	-11	1.8	-2	-1.8	-10
COc1ccc(CN2C(=O)C(C)Nc3ncnc(N4CCN(c5ccccc5)CC4)c32)cc1 (stereo not given)	-3&-7	-1.3	-0.1&-2.1	-3&-3	-0.5&-1.8	-0.2	-7&-6	-3.2&0.5	3&1	-1.2&-1.2	5&2
O=C(NCC1CCCCC1)C1(CC2CC(c3ccc(Cl)cc3)=NO2)CCNCC1 (stereo not given)	2	1.8	-1.8	-4	0.4	1.6	2	3.5	-3	-1.3	-6
O=C(O)CC(CC(=O)N1CCN(C(=O)c2ccco2)CC1)c1ccccc1 (stereo not given)	1	-1.5	0.5	3	2.3	-0.1	-2	-2.7	4	-0.5	1
O=C(NC1CCCCC1)C(c1ccccc1)N1CCCC1 (stereo not given)	1	-0.6	-0.7	-2	-0.1	-0.2	4	-2.5	0	-1.6	3
CCc1ccc(N2CC(C(=O)OCC(=O)N(CC)c3c(N)n(Cc4ccccc4)c(=O)[nH]c3=O)CC2=O)cc1 (stereo not given)	-2	-0.4	1.2	-1	-0.5	1.5	-7	1.0	0	-1.2	-7
N#CC1=C(N)Oc2cc(O)ccc2C1c1ccccc1 (stereo not given)	-4	-2.5	-1.8	-2	-0.5	0.0	-9	0.0	-1	-1.3	-1
CCN(CC)S(=O)(=O)c1cc(NC(=O)CN2CCN(c3ccccn3)CC2)ccc1C	-2	-1.8	-0.6	-4	-1.5	-1.1	-6	1.9	-4	-2.2	-9
COc1ccc(N2CCN(S(=O)(=O)c3ccc4c(c3)CCCC4)CC2)c([N+](=O)[O-])c1	0	1.4	-0.4	1	-1.9	-2.5	4	-1.9	0	-1.2	-3
CC(=O)Nc1ccc(CNc2nc(NC(C)C)nc3cc(-c4ccccc4)sc23)cc1	-12	4.0	-1.3	-14	1.6	·	-14	2.1	-10	-0.6	-36
O=C(CSc1nnc(NC(=O)C2CCC2)s1)Nc1ccccc1Br	-18	0.0	1.1	15	0.1	1.3	-1	-2.5	-8	-0.9	10
CCOC(=O)c1c[nH]c2c(Cl)c(Cl)ccc2c1=O	-2	1.8	-2.3	-3	-0.2	-0.9	1	0.4	-8	-0.6	-2
CC(=O)C1=C(C)N(Cc2ccc(Br)cc2)C(=S)NC1c1cccc(Cl)c1 (stereo not given)	2	·	-1.3	-3	-0.8	·	1	1.8	3	-0.8	15
O=C(NCCCc1ccncc1)C1CCC(=O)N(Cc2cccc(F)c2)C1 (stereo not given)	3	-0.6	-0.1	-1	-0.1	1.0	-2	-1.3	1	-1.1	6
CCOc1ccc(N=Cc2c(C)[nH]n(-c3nc4ccccc4[nH]3)c2=O)cc1	-1	2.5	3.6	14	0.1	0.7	0	1.2	-5	-1.1	9
CC(=O)c1ccc(OCc2ccccc2)c(C)c1O	1	4.5	-1.3	3	-0.1	0.7	-4	6.7	3	-0.8	3
COC(=O)[C@]12C[C@H](CC(=O)NCc3ccc(C)o3)C(=O)N(Cc3ccc4c(c3)OCO4)C1=C[C@H](C(C)C)O[C@@H]2C1CC1	0	·	-1.9	-5	-1.7	·	-1	-2.5	-4	-2.0	-6
O=C(NCc1ccccc1)c1ccccc1-c1nc2ccccc2[nH]1	-7	-0.1	0.1	-2	-0.9	0.4	-20	-2.6	-8	-1.2	-4
CC(=O)Nc1ccc(Nc2c([N+](=O)[O-])cc(S(C)(=O)=O)cc2[N+](=O)[O-])cc1	3	0.8	1.2	2	-1.2	0.0	6	-1.6	1	-1.3	-2
CC(=O)Nc1ccc(Nc2ccc(N3C(=O)CCCC3=O)cc2[N+](=O)[O-])cc1	2	2.5	-1.6	-2	0.3	1.0	-1	-0.6	2	-1.8	0
Cc1c(Cl)cccc1NC(=O)c1ccc(OCC(=O)NCc2ccccc2)cc1	3	-0.1	-0.3	-11	-0.5	-0.3	2	-0.6	0	-2.2	3
CCc1cccc2c(C(=O)CN3C(=O)N(C)C4(CCCCC4)C3=O)c[nH]c12	2	0.8	-3.1	-16	7.9*	-0.1	-5	-5.7	-2	-1.2	-6
COC(=O)CNC(=O)CSc1nc2sc(-c3ccccc3)cc2c(=O)n1-c1ccccc1	-3	-1.9	-1.4	13	-1.2	0.7	-11	-1.1	-2	-1.1	0
CC1=Nc2cc(C(=O)NCCN3CCOCC3)ccc2Sc2c(C)ccc(C)c21	6	-3.7	-2.1	-15	-1.3	0.0	-6	1.3	9.3*	-1.4	1
COC(=O)[C@]12C[C@H](CC(=O)NCc3cccs3)C(=O)N(Cc3ccc4c(c3)OCO4)C1=C[C@H](C(C)(C)C)O[C@@H]2C	5	·	-0.9	9	-0.7	·	2	-1.7	3	0.4	7
Additional results:
SMILES	PLCg1 inh	GAA850 FXN act	hcDAF12 agonist	HGIII-sPLA2 inh	DAX1 inh-1	DAX1 inh-2	PLC-beta3 inh	hgDAF12 agonist	ADAM17 inh	ssDAF-12 act	ADAM10 inh
Oc1ccc(C[C@H]2CNC(=S)N2CC2CCCN2C[C@H](Cc2ccc(O)cc2)N2C[C@H](Cc3ccccc3)N(CCc3ccccc3)C2=S)cc1 (stereo not given in full)	0	-7.4	-3.3	-6	-1.0	-0.6	10	-3.7	5	-1.1	7
COc1ccc(/C=N/NC(=O)c2ccco2)cc1Cn1nc(C)c([N+](=O)[O-])c1C	1	-1.5	-0.9	-4	-0.9	-0.2	-6	-1.0	0	-1.3	-2
COc1ccc(-c2csc(NC(=O)C(CC(=O)O)N3CCOCC3)n2)cc1 (stereo not given)	1	0.3	0.5	-7	0.0	0.6	-4	0.3	0	-1.2	1
COc1ccc(N2CCN(C(=O)COc3ccccc3)CC2)cc1	-2	·	-0.8	3	0.2	·	4	-0.5	-3	-0.5	-2
N#Cc1nc(COc2ccc(-c3ccccc3)cc2)oc1NCc1cccnc1	5	-2.0	-4.7	-21	-1.9	1.3	2	-2.2	5	-1.5	23*
O=C(NCCCn1ccnc1)c1nc(Cn2cc([N+](=O)[O-])cn2)no1	0	-1.1	-1.7	-4	-0.3	0.0	-4	0.3	0	-1.4	-1
CCN(Cc1cccc(F)c1)C(=O)c1ccc2ccccc2n1	1	4.3	5.3	-3	-0.2	2.4	-6	2.2	0	0.7	6
Cc1ccc(NC(=S)NCCc2ccc(F)cc2)c(C)c1	0	-2.6	-0.2	2	-0.9	1.2	1	1.6	-2	-1.7	-3

Source: PubChem (The Scripps Research Institute Molecular Screening Center)
